Screening data as filed in PubChem BioAssay.
PREPL inhibitor: inhibitors of human prolyl oligopeptidase-like enzyme PREPL; Q4J6C6; recombinant PREPL, fluorescence polarization activity-based probe; inhibition, % at 5.96 µM; hit rate 0.68% among 320,000; in the data active means inhibition above about 43%;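 further: 0% = enzyme with DMSO and 100% = wells lacking enzyme; many of its hits are not listed in these tables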
Target sequence (Q4J6C6 whole entry, looked up): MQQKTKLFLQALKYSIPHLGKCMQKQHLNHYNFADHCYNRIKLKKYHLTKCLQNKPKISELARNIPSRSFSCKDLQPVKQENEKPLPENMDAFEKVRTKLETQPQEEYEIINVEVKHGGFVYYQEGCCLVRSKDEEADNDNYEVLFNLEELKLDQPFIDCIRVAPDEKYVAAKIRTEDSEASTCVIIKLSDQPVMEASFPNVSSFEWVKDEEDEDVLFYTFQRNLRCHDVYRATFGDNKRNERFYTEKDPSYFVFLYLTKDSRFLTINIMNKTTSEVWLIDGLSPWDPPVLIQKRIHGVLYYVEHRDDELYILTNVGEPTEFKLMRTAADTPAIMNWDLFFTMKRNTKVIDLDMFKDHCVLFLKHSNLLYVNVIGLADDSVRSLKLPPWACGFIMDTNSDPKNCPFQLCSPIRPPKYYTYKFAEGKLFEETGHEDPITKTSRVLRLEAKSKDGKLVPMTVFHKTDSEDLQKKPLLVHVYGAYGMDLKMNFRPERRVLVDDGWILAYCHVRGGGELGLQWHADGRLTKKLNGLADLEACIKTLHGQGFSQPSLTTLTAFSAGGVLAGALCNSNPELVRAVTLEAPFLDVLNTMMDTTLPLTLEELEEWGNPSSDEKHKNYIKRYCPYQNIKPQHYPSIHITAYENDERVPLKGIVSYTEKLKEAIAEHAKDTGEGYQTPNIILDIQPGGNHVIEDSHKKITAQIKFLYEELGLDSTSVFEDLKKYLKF
pPAFAH inh: inhibitors of human plasma PAF acetylhydrolase (pPAFAH) | AID 463082 | hit rate 1.5% among 330,000 | recombinant pPAFAH, FP-rhodamine probe fluorescence polarization | inhibition, % at 3.39 µM | Q13093;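 active means inhibition above the mean inhibition across the screen plus 3 SD, cut at about 25% in these data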;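 further: inhibitors block binding of the rhodamine activity-based probe so polarization drops; 0% = enzyme with DMSO and 100% = wells lacking pPAFAH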
LYPLA2 counter: blocks human lysophospholipase 2, a PME1 counter-screen; AID 2177; hit rate 0.38% among 320,000; inhibition, % at 5.9 µM; recombinant LYPLA2, FP-Rh probe fluorescence polarization; O95372;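 active means inhibition above the screen-wide mean plus 3 SD, limit set per campaign, cut at about 26% in these data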;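 further: 0% = LYPLA2 with DMSO and 100% = wells lacking LYPLA2 enzyme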
Target sequence (O95372 whole entry, looked up): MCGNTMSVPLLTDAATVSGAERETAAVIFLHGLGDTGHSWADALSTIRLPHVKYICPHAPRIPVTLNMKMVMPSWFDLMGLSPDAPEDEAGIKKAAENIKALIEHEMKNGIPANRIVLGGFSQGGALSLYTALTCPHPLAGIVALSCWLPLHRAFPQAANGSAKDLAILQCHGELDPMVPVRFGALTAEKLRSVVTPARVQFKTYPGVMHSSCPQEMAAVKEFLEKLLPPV
EBNA-1 inhibitor: blocks EBNA-1 binding to DNA; EBNA-1 DNA binding, fluorescence polarization; inhibition, % at 14.8 µM; hit rate 0.34% among 300,000; AID 1950; in the data active means inhibition above about 28%
ZTA counter: counter-screen for EBNA-1 inhibitors: inhibitors of Epstein-Barr virus ZTA. P03206. ZTA-DNA binding, fluorescence polarization. inhibition, % at 11 µM. hit rate 0.15% among 320,000; in the data active means inhibition above about 33%
PAFAH1B2 FP inh: blocks human PAF acetylhydrolase 1b catalytic subunit 2. AID 492953. hit rate 1.2% among 340,000. P68402. inhibition, % at 3.39 µM. recombinant PAFAH1B2, FP-rhodamine activity probe, fluorescence polarization;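 active means inhibition above the mean of all tested compounds plus 3 SD, cut at about 24% in these data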;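 further: 0% = enzyme with DMSO and 100% = wells lacking PAFAH1B2; many of its hits are not listed in these tables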
LYPLA1 inh: counter-screen for PME1 inhibitors: inhibitors of human LYPLA1; hit rate 0.16% among 320,000; recombinant LYPLA1, FP-Rh probe fluorescence polarization; O75608; inhibition, % at 5.9 µM; AID 2174;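 active means inhibition above the mean of all tested compounds plus 3 SD, set per campaign, cut at about 14% in these data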;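 further: inhibitors block serine hydrolase probe labeling of LYPLA1 so polarization falls; 0% = enzyme with DMSO and 100% = wells lacking LYPLA1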
PAFAH1B3 FP inh: PAFAH1B3 (human) inhibition | Q15102 | recombinant PAFAH1B3, FP-rhodamine probe, fluorescence polarization | inhibition, % at 3.39 µM | hit rate 0.28% among 340,000 | AID 492972;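 active means inhibition above the screen-wide average of all tested compounds plus 3 SD, cut at about 25% in these data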;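 further: 0% = enzyme with DMSO only and 100% = wells lacking PAFAH1B3 protein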
PAFAH2 inh: PAFAH2 (human) inhibition; Q99487; recombinant PAFAH2, FP-rhodamine activity probe, fluorescence polarization; inhibition, % at 3.39 µM; hit rate 0.99% among 340,000;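 active means inhibition above the mean over all tested compounds plus 3 SD, cut at about 30% in these data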;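 further: inhibitors block probe labeling of enzyme so polarization drops; 0% = enzyme with DMSO and 100% = wells lacking PAFAH2 protein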
* = called active by the depositor; / = not tested or not shown.

Sample of the layout (11 entries):
SMILES	PREPL inhibitor	pPAFAH inh	LYPLA2 counter	EBNA-1 inhibitor	ZTA counter	PAFAH1B2 FP inh	LYPLA1 inh	PAFAH1B3 FP inh	PAFAH2 inh
CCN(CC)c1ccc(NC(=O)c2cccc(C)c2OC)c(C)c1	-7.1	6.4	2.2	-11.2	-2.5	2.1	0.5	5.6	3.0
CC1(C)CC2(C)OC(=N)C1(C#N)C2(C#N)C#N (stereo not given)	1.0	-0.6	6.5	2.2	-32.1	3.1	1.9	7.6	-5.3
COc1ccc(Cc2nc3ccc(C(=O)NC(C)C)cc3o2)cc1	-7.8	-2.2	2.7	5.9	-20.6	-6.6	2.5	4.8	-2.0
COc1ccc(-c2nc(C#N)c(NCCCn3ccnc3)o2)cc1OC	20.0	2.5	0.5	11.8	-5.5	2.6	1.4	2.2	-0.1
COc1ccc(OC)c(/C=N/c2c(-c3ccc(O)c(OC)c3)nc3ccccn23)c1	-5.3	-2.9	-5.7	13.6	9.7	3.0	-2.6	6.6	0.9
S=C(c1ccc(-c2ccccc2Cl)o1)N1CCCCC1	6.4	7.1	-4.3	-5.8	-10.9	0.4	-2.4	4.8	-4.1
O=C(CSc1cccc[n+]1[O-])N1CCCCCC1	-2.3	1.0	5.0	10.0	5.1	1.1	2.0	6.4	3.6
O=C(CN1CCN(c2ccccc2F)CC1)c1ccc(O)cc1O	5.0	3.9	5.1	-7.5	8.5	-2.5	0.1	5.7	0.6
COc1ccc2c(c1)CCCN2C(N)=O	5.1	-0.6	2.0	-8.5	4.2	4.6	2.9	4.8	-7.7
COc1cc(NC(=O)c2cc([N+](=O)[O-])ccc2NC(=O)CNC2CCCCC2)cc(OC)c1	12.6	1.0	-28.4	-9.0	10.3	5.0	-13.8	-7.6	-14.1
Cc1csc(NC(=O)C(F)(F)F)n1	-10.5	-1.0	6.8	-6.9	-12.1	2.4	0.2	0.5	0.6

The list itself, from the start:
SMILES	PREPL inhibitor	pPAFAH inh	LYPLA2 counter	EBNA-1 inhibitor	ZTA counter	PAFAH1B2 FP inh	LYPLA1 inh	PAFAH1B3 FP inh	PAFAH2 inh
CCN(CC)c1ccc(NC(=O)c2cccc(C)c2OC)c(C)c1	-7.1	6.4	2.2	-11.2	-2.5	2.1	0.5	5.6	3.0
CC1(C)CC2(C)OC(=N)C1(C#N)C2(C#N)C#N (stereo not given)	1.0	-0.6	6.5	2.2	-32.1	3.1	1.9	7.6	-5.3
COc1ccc(Cc2nc3ccc(C(=O)NC(C)C)cc3o2)cc1	-7.8	-2.2	2.7	5.9	-20.6	-6.6	2.5	4.8	-2.0
COc1ccc(-c2nc(C#N)c(NCCCn3ccnc3)o2)cc1OC	20.0	2.5	0.5	11.8	-5.5	2.6	1.4	2.2	-0.1
COc1ccc(OC)c(/C=N/c2c(-c3ccc(O)c(OC)c3)nc3ccccn23)c1	-5.3	-2.9	-5.7	13.6	9.7	3.0	-2.6	6.6	0.9
S=C(c1ccc(-c2ccccc2Cl)o1)N1CCCCC1	6.4	7.1	-4.3	-5.8	-10.9	0.4	-2.4	4.8	-4.1
O=C(CSc1cccc[n+]1[O-])N1CCCCCC1	-2.3	1.0	5.0	10.0	5.1	1.1	2.0	6.4	3.6
O=C(CN1CCN(c2ccccc2F)CC1)c1ccc(O)cc1O	5.0	3.9	5.1	-7.5	8.5	-2.5	0.1	5.7	0.6
COc1ccc2c(c1)CCCN2C(N)=O	5.1	-0.6	2.0	-8.5	4.2	4.6	2.9	4.8	-7.7
COc1cc(NC(=O)c2cc([N+](=O)[O-])ccc2NC(=O)CNC2CCCCC2)cc(OC)c1	12.6	1.0	-28.4	-9.0	10.3	5.0	-13.8	-7.6	-14.1
Cc1csc(NC(=O)C(F)(F)F)n1	-10.5	-1.0	6.8	-6.9	-12.1	2.4	0.2	0.5	0.6
Cc1ccc(C(=O)O)cc1N1C(=O)c2cccc3cc(Br)cc(c23)C1=O	-1.2	4.6	0.8	1.8	-0.9	3.4	-0.3	56.6*	2.1
C/C(=N\NC(=O)c1ccc(F)cc1)c1ccc(N2CCOCC2)cc1	12.0	-0.5	9.2	5.8	-7.0	-1.8	4.7	6.1	-0.7
COC(=O)c1ccc(NC2(C#N)C(=O)Nc3ccccc32)cc1 (stereo not given)	-12.8	1.5	1.8	1.7	9.7	0.9	-1.7	3.9	-6.6
CC(C)(C)CC(=O)NC(=S)Nc1ccccc1C(F)(F)F	3.8	6.2	2.8	-6.0	2.1	-0.3	-2.2	5.2	4.9
O=S(=O)(N/N=C/c1ccc2c(c1)OCCO2)c1ccccc1	1.9	2.7	-5.4	8.8	-2.3	0.1	1.8	5.0	-3.0
Cc1cc(=O)oc2cc(OCC(=O)N3CCCC3)ccc12	1.5	-3.0	/	/	/	2.8	/	5.1	-1.1
O=C(CSc1nc2[nH]c(=O)cc(O)c2s1)Nc1cccc(Br)c1	-0.8	18.5	1.1	/	-16.2	8.7	-6.0	7.6	14.5
COc1ccc(Cc2noc(CN(C)Cc3cccc(-n4cccn4)c3)n2)cc1OC	-3.4	1.2	-2.2	11.1	12.8	-1.8	-2.7	2.7	-0.8
O=C(Nc1ccc(Cl)c(S(=O)(=O)N2CCOCC2)c1)c1cc(-c2ccccn2)nc2ccccc12	-18.6	-2.9	-23.2	-15.6	1.2	-8.4	-23.3	-2.1	-15.7
O=[N+]([O-])c1cccc(-c2ccc(/C=N/NC(=S)NCc3ccco3)o2)c1	14.0	12.9	7.5	-5.2	10.9	5.0	0.0	4.9	7.0
O=C(Nc1ccc2c3c(cccc13)CC2)c1cccc([N+](=O)[O-])c1	17.5	2.3	7.4	-1.2	4.3	0.2	-0.8	6.6	-8.4
O=C(O)CCC(=O)Nc1sc2c(c1C(=O)Nc1cccc3ccccc13)CCCCC2	21.0	18.1	-3.6	-4.8	-5.7	1.9	-6.9	-2.8	11.0
CCOc1ccc2c(c1)-c1c(ssc1=S)C(C)(C)N2C	9.3	5.2	1.7	-3.7	-13.2	5.5	-2.3	20.2	9.0
CCOC(=O)c1ccc(-c2ccc(CO)o2)cc1	-7.3	3.6	3.5	10.0	5.1	-0.2	-2.2	1.8	-8.9

Later entries.
SMILES	PREPL inhibitor	pPAFAH inh	LYPLA2 counter	EBNA-1 inhibitor	ZTA counter	PAFAH1B2 FP inh	LYPLA1 inh	PAFAH1B3 FP inh	PAFAH2 inh
O=C(N[C@H](CO)Cc1ccccc1)c1ccco1	0.2	2.0	-8.1	0.9	-12.2	2.3	-0.9	4.9	2.7
COC(=O)c1ccccc1S(=O)(=O)N1CCC(C(=O)OCc2cccc(OC)c2OC)CC1	9.9	4.7	2.4	-4.8	-3.1	2.9	0.5	6.2	-0.1
CC1(C)CC(=O)C(Sc2ccccc2C(=O)O)=C(O)C1	-6.8	-1.3	1.6	-3.2	2.8	9.1	0.1	2.4	-1.0
CC(=O)NCCc1nc2ccccc2n1Cc1cc(C)ccc1C	-10.8	0.6	2.8	-7.8	9.1	8.4	0.1	2.4	6.3
CC1(C)CC(=O)C2=C(C1)N(Cc1ccco1)C(=O)NC2(C(F)(F)F)C(F)(F)F	-3.5	-2.6	3.3	-7.3	8.0	5.8	-4.8	2.4	7.8
CC(=Nc1ccc(C)cc1C)c1sc2ccccc2c1O	15.2	12.6	7.2	1.0	-1.8	10.4	4.0	15.5	4.6
Cc1cccc(C(=O)NCC(=O)N2CCN(S(=O)(=O)c3cc(C)ccc3C)CC2)c1	20.8	-5.1	3.6	-2.7	-7.0	1.8	2.0	9.1	8.4
O=C1CCC(C(=O)N2CCCCCC2)CN1CCc1ccc(Cl)cc1 (stereo not given)	4.5	4.1	-11.8	6.8	14.7	8.2	-6.1	6.8	2.8
COC(=O)C1CCN(C(=O)c2ccc(NC(C)=O)cc2)CC1	-2.0	2.7	-5.3	2.0	-11.3	0.1	-0.5	3.0	-3.3
CC1=C(C(=O)Nc2cccc(C(=O)NC(C)C)c2)SCCO1	6.1	-0.3	-6.0	-12.6	1.7	-4.0	-3.1	9.0	1.3
c1ccc(-c2nc(-c3ccc(-c4ccon4)s3)no2)cc1	3.2	0.4	-16.7	0.3	5.9	3.5	-7.7	-6.2	-6.7
OCC1(CCCc2ccccc2)CCN(C2CCSCC2)CC1	18.7	1.7	-2.7	-1.0	2.8	-5.6	-0.3	9.6	-3.0
CSCCC(N=C1NS(=O)(=O)c2ccccc21)C(=O)NCCc1ccccc1 (stereo not given)	-0.3	-0.6	2.4	6.1	-13.0	5.2	0.4	-1.6	4.7
c1ccc(OCCCN2CCCC2)cc1	-1.5	3.3	1.9	7.4	-8.5	-0.5	0.6	4.3	-3.8
COc1ccc(-n2nc3c(c2NC(=O)CBr)CSC3)cc1	5.5	2.5	-0.4	-2.1	-16.4	-4.8	-3.0	0.4	-3.0
CN(C)CCNC(=O)/C(=N\O)c1ccccn1	17.9	1.3	-2.8	-7.3	-19.8	-1.7	-3.8	3.3	0.9
Oc1ccc(-c2nc3c4c(ncn3n2)-c2ccccc2CC42CCCC2)cc1	5.2	3.9	-7.0	0.5	-0.1	-13.2	-7.1	-36.0	-32.1
CCOC(=O)N1CCN(C(=O)C2CCN(C(=O)c3cc(OC)cc(OC)c3)CC2)CC1	-2.4	4.3	-2.1	4.6	0.1	3.4	-1.5	-1.4	1.2
Cc1cc(C(=O)Nc2nc3c(C)cccc3s2)c(C)o1	0.0	4.4	-5.0	7.2	16.6	0.8	-0.7	4.8	-0.3
CCSc1nsc(NC(=O)Nc2ccccc2OC)n1	-2.8	4.1	-0.8	-4.0	-5.4	-2.3	-4.1	7.9	-7.5
CC(C)n1nc(C(=O)Nc2ccccc2N2CCOCC2)c2ccccc2c1=O	2.4	-0.7	-2.6	4.7	0.1	4.9	-3.0	-8.1	-4.0
Cc1nnnn1/C(=C\c1ccccc1)C(=O)OCC(=O)Nc1cccc(S(=O)(=O)N(C)C)c1	-4.2	1.6	1.0	/	-2.6	2.4	0.1	2.5	2.1
O=C(OCC(=O)N1CCc2ccccc21)c1ccc([N+](=O)[O-])o1	13.2	5.2	/	/	/	11.0	/	11.5	2.7
CCc1nnc(NC(=O)CSc2nnc(-c3cccnc3)n2CC)s1	13.8	-3.0	4.1	-3.4	-14.9	-0.8	-0.9	0.7	2.1
Cn1cccc1/C=C1/SC(=S)N(CC(=O)O)C1=O	8.3	3.0	8.3	5.1	1.7	-0.5	4.9	8.4	-0.2
COC(=O)COc1ccc(S(=O)(=O)NCCC2=CCCCC2)cc1C	4.2	8.3	7.6	-2.1	2.8	16.9	2.0	-0.8	4.8
Cc1c(C#N)c(N)nc2c3c(sc12)NC(=O)CC3c1ccc(F)cc1 (stereo not given)	-4.2	3.5	-1.3	-13.4	10.5	-1.9	0.7	4.7	-3.9

Only part of the results is shown, so the mix of outcomes need not match the whole.
